Source: PubChem BioAssay
aSyn tox rescue: alpha-synuclein toxicity suppression in yeast; hit rate 0.02% among 94,000; Potency, µM (top dose mostly 46.1 µM), for inactives: top-dose growth rescue (activation), most hits filed as activators; AID 1347070; S. cerevisiae alpha-synuclein toxicity rescue, BacTiter-Glo growth, 24 h; active means well fitted activation curve with a large enough effect; further: 0% is about no effect
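Growth restoration measured by BacTiter-Glo luminescence after 24 hr at 30 deg C; alpha-synuclein yeast, raffinose-pregrown to mid-log, were added at OD600=0.02 in galactose medium onto pinned compounds.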
Active calls of the source: *; [ ] = dose if it differs, or a comment. Potency means the concentration at half of the fitted maximal effect. Not all compounds are listed. The share of hits here may be higher or lower than overall.

SMILES | aSyn tox rescue
COc1ccc(CCNC(=O)c2nn(C)c3c2CSc2ccccc2-3)cc1OC | -6%
O=C(Nc1ccc(F)cc1)c1ccc2c(=O)n3c(nc2c1)CCCCC3 | -11%
CCOc1ccc(-c2nnc(SCC(=O)NCCc3ccccc3)nc2-c2ccc(OCC)cc2)cc1 | -2%
C=CCN(C(=O)CSc1nc2ccsc2c(=O)n1Cc1ccc(C(=O)O)cc1)c1ccccc1 | 3%
O=C(NCc1ccccc1)C(=O)NCC1OCCN1S(=O)(=O)c1cccs1 (stereo unspecified) | 8%
CCN(CC)c1ccc(NC(=O)CCCOc2cccc(C)c2)cc1 | 17%
CCc1ccc(CNC(=O)CN2C(=O)c3cccnc3Oc3ccc(C)cc32)cc1 | -1%
COc1ccc(CCNC(=O)C2COc3ccccc3C2)cc1OC (stereo unspecified) | 6%
CCCNC(=O)C1CCN(c2cc(C)nc3c(-c4ccc(OC)c(OC)c4)c(C)nn23)CC1 | 24%
COc1cc(C(=O)Nc2ccccc2-c2nc(-c3ccccc3)no2)cc(OC)c1OC | 0%
Cc1cc(C)cc(NC(=O)CN2C(=O)c3ccccc3Sc3ccc(C(=O)N4CCCC4)cc32)c1 | 6%
CC1=C(C(N)=O)C(c2ccc(F)cc2)n2nc(-c3ccccc3Cl)nc2N1 (stereo unspecified) | -2%
O=C(NCC(=O)N1CCN(c2ccccc2F)CC1)c1ccco1 | 4%
CC(C)C(=O)Nc1nc2cc3c(cc2s1)OCO3 | 0%
Cc1ccc(CNC(=O)CN(c2cc(C)cc(C)c2)S(=O)(=O)c2c(C)noc2C)cc1 | -3%
COc1ccc(CC(=O)N2CC(=O)Nc3ccc(Br)cc3C2c2ccc(F)cc2)cc1OC (stereo unspecified) | -3%
O=C(CSc1oc(-c2ccco2)nc1S(=O)(=O)c1ccc(Br)cc1)c1ccc(Cl)cc1 | 7%
CCC(C(=O)NC1CCC(C)CC1)n1nc(C)c2sc3ccccc3c2c1=O (stereo unspecified) | 9%
COc1ccc(-c2[nH]ncc2C(=O)NCc2cccc(Cl)c2)cc1 | 4%
Cc1ccc(CNC(=O)Cn2c(=O)n(-c3ccccc3)c(=O)c3c2c2cc(C)ccc2n3C)cc1 | 3%
Cc1ccc(NS(=O)(=O)c2cc3c4c(cccc4c2)C(=O)NC3=O)cc1C | -15%
Cc1ccc(C(=O)c2oc3ccccc3c2NC(=O)COc2ccccc2C)cc1 | -41%[inhibitor]
Cc1ccc(C)c(N2CCN(C(=O)CCc3nc4ccccc4[nH]3)CC2)c1 | -10%
CCC(C)(C)C1CCC2(CC1)NC(=O)N(CC(=O)N1CCN(c3ccccc3OC)CC1)C2=O (stereo unspecified) | -5%

An excerpt of these results, as a markdown table:
| mol | aSyn tox rescue |
| --- | --- |
| Cc1ccc(C)c(N2CCN(C(=O)CCc3nc4ccccc4[nH]3)CC2)c1 | -10% |
| Cc1ccc(CNC(=O)Cn2c(=O)n(-c3ccccc3)c(=O)c3c2c2cc(C)ccc2n3C)cc1 | 3% |
| O=C(NCC(=O)N1CCN(c2ccccc2F)CC1)c1ccco1 | 4% |

(list continues)
SMILES | aSyn tox rescue
CN1CCN(CCCNC(=O)c2ccc(/C=C3/Sc4ccccc4N(Cc4cccc(Cl)c4)C3=O)cc2)CC1 | -32%[inhibitor]
O=C(COC(=O)c1c(F)cccc1F)Nc1ccc2c(c1)OCO2 | -11%
COc1ccc(OC)c(NC(=O)CSc2ccc(-c3sc(C)nc3C)nn2)c1 | 0%
COc1ccccc1NC(=O)CN1C(=O)C(c2ccc(F)cc2)=NC1(C)C | 5%
Cc1cc(C)c(NC(=O)Cn2nc3c(cc2=O)CCCC3)c(C)c1 | 5%
Cc1nn(-c2ccccc2)c2c1cc1c(=O)[nH]c(=O)nc-1n2-c1cccc(C(F)(F)F)c1 | 2%
Cc1ccc(C2=NS(=O)(=O)N(C)C(C(=O)NCc3ccc4c(c3)OCO4)=C2)cc1 | 4%
CCc1ccccc1OCC(=O)Nc1ccc(S(=O)(=O)Nc2nc(C)cc(C)n2)cc1 | 1%
Cc1ccc(NC(=O)C2CCN(S(=O)(=O)c3ccc4ccccc4c3)CC2)nc1 | 2%
CC(C)(C)N(Cc1cc2ccccc2[nH]c1=O)C(=O)c1ccco1 | -13%
Cc1ccc(-n2c(=O)c3c4c(sc3n(CC(=O)Nc3ccccc3C)c2=O)CCCCC4)cc1C | 4%
Cc1ccc(NC(=O)CN2CCN(c3ccccc3F)CC2)cc1F | 2%
Cc1ccc(C(=O)N2CCCC(C(F)(F)F)C2)cc1S(=O)(=O)N1CCCCC1 (stereo unspecified) | -12%
CC(=O)c1c(C)[nH]c(C(=O)Nc2ccc(F)c(F)c2F)c1C | -7%
Cc1ccc(OCCn2c(C3CC(=O)N(Cc4ccc(F)cc4)C3)nc3ccccc32)c(C)c1 (stereo unspecified) | 5%
Nc1nnn(CC(=O)N/N=C/c2ccccc2)n1 | -9%
CC(C)=CCN1CCN(Cc2ccc(C#CC(C)(C)O)cc2)CC1CCO (stereo unspecified) | -2%
CC(C)CC(NC(=O)C1CCC(=O)N1C(=O)OCc1ccccc1)C(=O)NC(Cc1ccccc1)C(N)=O (stereo unspecified) | -44%[inhibitor]
O=C(Nc1c(Cl)ccc2nsnc12)c1ccc(Br)o1 | 10%
COc1ccc(-c2nc(SCC(=O)NCCc3ccccc3)n[nH]2)cc1 | -1%
Cc1ccccc1NC(=O)c1ccc2snnc2c1 | 1%
CCN(Cc1ccccc1)S(=O)(=O)c1cc(C(=O)NCC2CCCCC2)ccc1OC | 5%
Cc1cc(C)cc(C(=O)Nc2c3c(nn2-c2ccccc2C)CS(=O)(=O)C3)c1 | -5%
CCOc1ccccc1CNC(=O)c1cnc2sc(N3CCC(C)CC3)nn2c1=O | 6%
Cc1ccc(C)c(NC(=O)C(NS(=O)(=O)c2ccc3c(c2)CCC(=O)N3)c2ccccc2)c1 (stereo unspecified) | -4%
Cc1cccc(Nc2nc(N)c([N+](=O)[O-])c(N3CC(C)CC(C)C3)n2)c1 (stereo unspecified) | -34%[inhibitor]
COCCCN1C(=O)c2ccccc2CC1(C)C(=O)NC1CCCCC1 (stereo unspecified) | 4%
COc1ccc(CN(C)CC(=O)Nc2sc3c(c2C#N)CCC3)c(OC)c1 | 5%
COC(=O)c1ccc(OCC2c3cc(OC)c(OC)cc3CCN2C(=O)COc2ccc(Cl)cc2)cc1 (stereo unspecified) | 5%
CC(C)Nc1nnc(SC(C)C(=O)N(C)C2CCCCC2)s1 (stereo unspecified) | -2%
CS(=O)(=O)Nc1cccc(C2=NN(S(=O)(=O)c3ccc(F)cc3)C(c3cccs3)C2)c1 (stereo unspecified) | -2%
COc1cc(NC(=O)c2cc(S(=O)(=O)N3CCC(C)CC3)cn2C)cc(OC)c1OC | 1%
C/C(CC(=O)Nc1cc(C)ccn1)=N\NC(=O)C(=O)NC(C)C | 7%
Cn1cc(CNCc2cn(C)nc2-c2ccc(C3CCCCC3)cc2)cn1 | -4%
CCN(CC)CCNC(=O)Cc1nn(Cc2ccccc2)c(=O)c2ccccc12 | 3%
O=C(O)c1ccc(/C=N/NC(=S)NCCN2CCOCC2)cc1 | 2%
CCc1cccc(NC(=O)C2CCC(CNS(=O)(=O)c3ccc(Br)s3)CC2)c1 (stereo unspecified) | -10%
CC(C)Cc1nn2c(=O)cc(COC(=O)c3cccc(NS(C)(=O)=O)c3)nc2s1 | -17%
Cc1cc(C)cc(N2CC(c3nc(-c4cccc(Cl)c4)no3)CC2=O)c1 (stereo unspecified) | 16%
O=C(CCS(=O)(=O)c1cc2c(cc1Cl)NC(=O)CO2)NCCc1ccccc1 | 1%
COc1ccc2sc(C)cc(=O)c2c1 | 4%
CCc1cccc(C)c1NC(=S)NCc1ccccc1 | -6%
C=CCn1c(C)cc(C(=O)CSc2nnc3n(CCC)c(=O)c4ccccc4n23)c1C | 0%
CCc1ccc(-c2cn3c(n2)sc2cc(C(=O)NCCC4=CCCCC4)ccc23)cc1 | -1%
Cc1ccc(OCC(=O)Nc2ccc3c(c2)sc(=O)n3C)cc1 | 0%
O=C(CCNS(=O)(=O)c1ccccc1C(F)(F)F)NCC(c1ccco1)N1CCCCC1 (stereo unspecified) | -1%
O=[N+]([O-])c1cnn(-c2nc(-c3ccccc3)cc(C(F)(F)F)n2)c1 | -3%
O=C(CSc1c2c(nc3cc(Cl)ccc13)CCCC2)N1CCN(c2ccccc2)CC1 | 5%
O=S1(=O)N=C(N(CCO)/N=C/c2ccncc2)c2ccccc21 | -2%
Cc1nnc(SCC(=O)N2CCc3ccccc3C2)n1-c1ccccc1 | -4%
CCOc1ccc(C(=O)N2CC(=O)Nc3ccc(F)cc3C2c2ccc(F)cc2)cc1 (stereo unspecified) | 2%
CCOC(=O)c1ccc(NC(=O)C2CC(=O)NC(=Nc3ccc(C)c(C)c3)S2)cc1 (stereo unspecified) | -2%
Cc1csc(NC(=O)CSCc2c(C)noc2C)n1 | -22%
CC(C)OCCCn1c(NN)nc2ccccc2c1=O | -9%
CN1CCN(C(=O)c2ccc3c(c2)N(Cc2ccc(Cl)cc2)C(=O)c2ccccc2S3(=O)=O)CC1 | 0%
COc1cc(OC)c(NC(=S)NCc2ccc(F)cc2)cc1Cl | -6%
CCN1CCN(c2cc(C)c3cc(NC(=O)/C=C/c4cccc(Cl)c4)ccc3n2)CC1 | -25%
CC(C)(C)c1ccc(NC(=O)Nc2ccc(F)cc2)cc1 | -15%
O=c1c2cnn(-c3ccc(Cl)cc3)c2ncn1Cc1ccc(Cl)cc1Cl | 0%
CCOc1cc(/C=N/NC(=O)c2cccs2)cc([N+](=O)[O-])c1O | 2%

Next records:
SMILES | aSyn tox rescue
CCS(=O)(=O)N1CCc2cc(C(=O)Nc3ccc(Br)cc3F)ccc21 | -16%
Fc1ccccc1N1CCN(c2ncnc3c2nc2n3CCCCC2)CC1 | 4%
O=c1c2cccnc2n(Cc2cccc(F)c2)c(=O)n1Cc1ccccc1Cl | 2%
COCCNC(=O)c1ccccc1NC(=O)c1ccccc1SC | 3%
COc1cc(C2c3c(oc4ccc(C)cc4c3=O)C(=O)N2Cc2ccccc2)ccc1O (stereo unspecified) | -14%
CCOCCn1c(CN2CCOCC2)nc2c1c(=O)[nH]c(=O)n2C | 4%
Cc1ccc(NC(=O)Cc2c(C(=O)O)c(C)cn2C)cc1Cl | 0%
CCN(CC)C(=O)CSc1nc2ccsc2c(=O)n1Cc1ccccc1Cl | -4%
Cc1ccc(-c2nn(-c3ccccc3)cc2/C=N/O)cc1 | 8%
CCn1c(CC2C(=O)N(C)c3ccc(Br)cc32)nc2ccccc2c1=O (stereo unspecified) | 1%
CCN(CC)S(=O)(=O)c1ccc2oc(C(=O)NCc3ccccc3OC)c(C)c2c1 | 8%
Cc1ccc(-c2nc3ccccn3c2Nc2c(C)cccc2C)o1 | -32%[inhibitor]
COC(=O)c1ccc(CSc2ccccc2NC(=S)Nc2cccc(C(F)(F)F)c2)o1 | -16%
COc1cc([N+](=O)[O-])cc(/C=N/NC(=O)Cn2cncn2)c1O | -8%
CC(C)CSc1ccccc1NC(=O)c1sc2nc(-c3ccncc3)ccc2c1N | -8%
CC1CCN(CC2CCN(C(=O)Nc3ccc(Br)cc3F)CC2)CC1 | -13%
COc1cc(C(=O)COC(=O)c2ccc3c(c2)OCCO3)cc(OC)c1OC | -14%
CNC(=O)C1CCN(S(=O)(=O)c2c(C)noc2/C=C/c2ccc(C)cc2)CC1 | 1%
CCn1cc(C(=O)N2CCN(c3cccc(C(F)(F)F)c3)CC2)c2cc(OC)c(OC)cc2c1=O | -3%
CCC1CN(C(=O)NCc2ccc(C)cc2)c2cc(Cl)ccc2O1 (stereo unspecified) | -1%
Cc1cc(=O)n(CC(=O)NCCC(C)C)c2c1c(C)nn2C | -2%
Cc1cc(OCC(=O)NCC2(N3CCOCC3)CCCCC2)ccc1Cl | -6%
O=C(N1CCN(c2ccccc2)CC1)C1(S(=O)(=O)c2ccc(Cl)cc2)CC1 | 3%
CCOC(=O)c1c(Nc2cc(C)cc(C)c2)nnc(-c2ccccc2)c1-c1ccccc1 | 11%
COCCNc1nc2c(c(=O)n(C)c(=O)n2C)n1CCCc1ccccc1 | -3%
CCOC(=O)CNC(=S)n1ncnc1N | -6%
CC(=O)c1c(C)[nH]c(C(=O)Nc2ccc(F)cc2F)c1C | 0%

Of the compounds above, these contain two or more sulfur atoms.
SMILES | aSyn tox rescue
C=CCN(C(=O)CSc1nc2ccsc2c(=O)n1Cc1ccc(C(=O)O)cc1)c1ccccc1 | 3%
O=C(NCc1ccccc1)C(=O)NCC1OCCN1S(=O)(=O)c1cccs1 (stereo unspecified) | 8%
O=C(CSc1oc(-c2ccco2)nc1S(=O)(=O)c1ccc(Br)cc1)c1ccc(Cl)cc1 | 7%
COc1ccc(OC)c(NC(=O)CSc2ccc(-c3sc(C)nc3C)nn2)c1 | 0%
CC(C)Nc1nnc(SC(C)C(=O)N(C)C2CCCCC2)s1 (stereo unspecified) | -2%
CS(=O)(=O)Nc1cccc(C2=NN(S(=O)(=O)c3ccc(F)cc3)C(c3cccs3)C2)c1 (stereo unspecified) | -2%
CCc1cccc(NC(=O)C2CCC(CNS(=O)(=O)c3ccc(Br)s3)CC2)c1 (stereo unspecified) | -10%
CC(C)Cc1nn2c(=O)cc(COC(=O)c3cccc(NS(C)(=O)=O)c3)nc2s1 | -17%
Cc1csc(NC(=O)CSCc2c(C)noc2C)n1 | -22%
CCN(CC)C(=O)CSc1nc2ccsc2c(=O)n1Cc1ccccc1Cl | -4%
COC(=O)c1ccc(CSc2ccccc2NC(=S)Nc2cccc(C(F)(F)F)c2)o1 | -16%
CC(C)CSc1ccccc1NC(=O)c1sc2nc(-c3ccncc3)ccc2c1N | -8%
